Rab9 promoter act – activates the Rab9 promoter; Huh7 Rab9 promoter-luciferase reporter, luminescence, 24 h; Potency, µM (top dose mostly 9.22 µM), without a hit: at the highest dose activation, negative = inhibition, most hits filed as activators; actives 2.8% (n = 320,000); AID 485297; also: potency is read from the fitted curve at half-maximal effect; % of control where 0% means no effect; nearly all actives have a fitted effect of over 60% in size
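Luciferase signal after 10 min detection reagent at ambient indicates Rab9 promoter upregulation; stably transfected Huh7 cells were treated 24 h with compound in DMSO at 37 °C, 5% CO2.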
NPC1 prom act – activates the NPC1 promoter; Potency, µM (doses to about 9.22 µM), for the others: top-dose activation, actives largely listed as activators; actives 2.4% (n = 320,000); Huh7 NPC1 promoter luciferase reporter, 24 h;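 also: potency is read from the fitted curve at half-maximal effect; % of control where 0% means no effect; nearly all actives have a fitted effect of over 60% in size; reporter is driven by a mutant NPC1 promoter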
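Stable NPC1-promoter luciferase Huh7 line; cpd (DMSO) 24 h, 37 °C, 5% CO2; Amplite luciferase reagent 10 min RT; luminescence readout. qHTS format.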
PKM2 act – PKM2 (human) enzyme activation; P14618; purified PKM2, Kinase-Glo ATP luminescence, activation; response scale: 0% is enzyme alone, no compound; Potency, µM (highest dose often 57.5 µM), for inactives: top-dose activation, hits mostly activators; actives 0.34% (n = 260,000); also: potency is read from the fitted curve at half-maximal effect; % is scaled to controls: 0 for no effect and ±100 for the full control effect; nearly all actives have a fitted effect of over 55% in size
Target sequence (P14618 whole entry, looked up): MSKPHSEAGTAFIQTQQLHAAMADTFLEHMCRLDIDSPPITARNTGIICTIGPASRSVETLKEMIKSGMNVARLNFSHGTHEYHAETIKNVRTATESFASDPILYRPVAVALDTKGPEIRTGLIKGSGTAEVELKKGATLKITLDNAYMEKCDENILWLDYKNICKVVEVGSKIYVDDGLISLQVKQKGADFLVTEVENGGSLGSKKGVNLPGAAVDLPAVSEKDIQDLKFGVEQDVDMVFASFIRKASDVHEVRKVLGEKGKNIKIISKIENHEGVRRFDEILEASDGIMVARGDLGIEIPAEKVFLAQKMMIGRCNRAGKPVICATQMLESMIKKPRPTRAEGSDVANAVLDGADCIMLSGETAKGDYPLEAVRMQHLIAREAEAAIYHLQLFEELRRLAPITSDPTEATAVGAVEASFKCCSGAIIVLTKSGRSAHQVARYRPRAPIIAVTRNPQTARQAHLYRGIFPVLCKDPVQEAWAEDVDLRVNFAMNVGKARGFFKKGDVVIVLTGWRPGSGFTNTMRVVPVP
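Purified hPK-M2 (>95% pure) converted ADP (0.1 mM final) to ATP with 0.5 mM PEP in 50 mM imidazole pH7.2, KCl, MgCl2, Tween 20, BSA; 1 h at room temperature. ATP detected by Kinase-Glo luminescence.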
RORg inh – blocks mouse ROR gamma transcriptional activity. P51450. Drosophila S2 Gal4-RORgamma UAS-luciferase reporter, 20 h. Potency, µM (series often up to 53.6 µM), inactives show at the top dose activity change, negative = inhibition, usual class: inhibitors. actives 5.4% (n = 310,000). AID 2551; also: potency is read from the fitted curve at half-maximal effect; % is scaled to controls: 0 for no effect and ±100 for the full control effect; nearly all actives have a fitted effect of over 60% in size
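Using a luciferase readout, inhibitors were identified by reduced reporter activity in Drosophila cells coexpressing a copper-inducible Gal4–ROR gamma fusion and UAS-driven Photinus luciferase, incubated 20 hr after 700 uM copper sulfate.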
VP16 counter – counter-screen for ROR gamma inhibitors: Gal4-VP16 reporter; AID 2546; Potency, µM (series often up to 53.6 µM), without a hit: at the top dose activity, negative = inhibition, most hits filed as inhibitors; actives 3.5% (n = 310,000); Drosophila S2 Gal4-VP16 UAS-luciferase, luminescence, 20 h;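 also: Gal4-VP16 expression switched on by copper sulfate through the metallothionein promoter; potency is read from the fitted curve at half-maximal effect; % is scaled to controls: 0 for no effect and ±100 for the full control effect; nearly all actives have a fitted effect of over 50% in size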
BRCA1 expr act – BRCA1 expression activation | MCF7-BRCA1-FFLuc reporter, luminescence, 48 h; response scale: scaled: vehicle 0%, 10 µM genistein 100% | Potency, µM (top dose mostly 46.1 µM), inactives show top-dose activation, hits mostly activators | actives 1.1% (n = 380,000) | AID 624202; also: potency is read from the fitted curve at half-maximal effect; nearly all actives have a fitted effect of over 80% in size; some results filed as inactive show a strong effect at the top dose
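Cells: MCF7-BRCA1-FFLuc, 2000/well. Exposure: 48 h, 37 °C, 5% CO2. Read: luminescence, 15 min post-substrate. Controls: genistein 10 microM (maximal activation), DMSO (neutral).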
Menin MLL FP TR – menin-MLL binding inhibition, Texas Red mutant peptide; Potency, µM (titrated, usually from 61.6 µM), for inactives: at the top dose FP activity change, negative = inhibition, hits mostly inhibitors; actives 0.23% (n = 270,000); AID 1768; Menin + Texas Red MLL mutant peptide, fluorescence polarization; active = well fitted inhibition curve with a large enough effect in the polarisation, with a control signal flat, not every such curve was filed as active; inconclusive = small, poorly fitted or top-dose-only effect, or effect the other way, or a change in a side signal; inactive = no such curve, though single readings can be large or run the other way; the % refers to the polarisation; also: potency is read from the fitted curve at half-maximal effect; % of control where 0% means no effect; many of its hits are not listed in these tables
p53 reactivator – restores transcriptional activity of mutant p53. H1299 p53-A138V BP100-luciferase reporter, luminescence, 24 h. Potency, µM (doses to about 92.2 µM), for the others: at the highest dose activity change, positive = activation, most hits filed as activators. actives 0.063% (n = 320,000). AID 504706; also: potency is read from the fitted curve at half-maximal effect; % of control where 0% means no effect; nearly all actives have a fitted effect of over 45% in size
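H1299 (p53-null), stable ts p53-A138V + BP100-Luc; 1000 cells/well, Opti-MEM/10% FBS; cpd 4 pt, 1:5; 24 h, 37 deg C, 5% CO2; detection reagent 10 min RT; luminescence.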
Giardia killer – kills Giardia lamblia; Giardia lamblia trophozoite viability; AID 540267; activity change, % at 7.66 µM, hits read low; actives 0.15% (n = 340,000); in the data active = activity change below about -80%; inconclusive = between about -30% and that limit;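 also: parasites exposed to compound for two days anaerobically before the ATP read; % is scaled to controls: 0 for no effect and ±100 for the full control effect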
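Killing of trophozoites was scored by loss of ATP luminescence after a 48 hrs anaerobic exposure to compounds at 37 deg C, using 100 cells per well.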
ELG1 genotox – induces genotoxicity in HEK293T cells with luciferase-tagged ELG1 | HEK293T ELG1-luciferase reporter, luminescence, 16 h | Potency, µM (titrated, usually from 46 µM), inactives show at the top dose activity change, positive = activation, usual class: activators | actives 1.3% (n = 330,000) | AID 504466; also: potency is read from the fitted curve at half-maximal effect; % of control where 0% means no effect; nearly all actives have a fitted effect of over 60% in size
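HEK293T cells expressing luciferase-tagged ELG1 were treated with compound or DMSO for 16 hr at 37°C. Luciferase activity was then read after 30 min with ONE-Glo at room temperature; rising signal flags genetic stress.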
FLuc modulator – inhibits or activates purified firefly luciferase, miR-21 counter-screen; P08659; purified FLuc, Km substrates, luminescence inhibition; Potency, µM (top dose mostly 57.5 µM), for the others: at the highest dose activity change, negative = inhibition, usual class: inhibitors; actives 6.9% (n = 360,000); AID 588342;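 also: potency is read from the fitted curve at half-maximal effect; plate controls were vehicle for no effect and reference inhibitor for full effect; nearly all actives have a fitted effect of over 55% in size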
Target sequence (P08659 whole entry, looked up): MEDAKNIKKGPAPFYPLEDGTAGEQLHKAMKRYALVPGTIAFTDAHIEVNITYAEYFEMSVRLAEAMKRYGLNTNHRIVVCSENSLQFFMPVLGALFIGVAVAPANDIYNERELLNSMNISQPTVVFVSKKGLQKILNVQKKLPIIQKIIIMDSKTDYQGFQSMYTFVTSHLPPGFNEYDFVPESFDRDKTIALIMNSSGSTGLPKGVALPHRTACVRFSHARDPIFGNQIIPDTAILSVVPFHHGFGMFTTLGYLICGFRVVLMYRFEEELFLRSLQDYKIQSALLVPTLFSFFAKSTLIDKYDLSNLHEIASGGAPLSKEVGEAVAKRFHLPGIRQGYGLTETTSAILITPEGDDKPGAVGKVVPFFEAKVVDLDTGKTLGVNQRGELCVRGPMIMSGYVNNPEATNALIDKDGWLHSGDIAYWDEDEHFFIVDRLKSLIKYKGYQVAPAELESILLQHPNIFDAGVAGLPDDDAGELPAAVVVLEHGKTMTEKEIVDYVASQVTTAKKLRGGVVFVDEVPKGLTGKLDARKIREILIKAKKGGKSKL
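Purified P. pyralis luciferase, 10 nM final, with Km-level 10 uM D-luciferin and 10 uM ATP in 50 mM Tris acetate pH 7.5, 10 mM Mg acetate, 0.01% Tween-20, 0.05% BSA; 6-point qHTS titration about 60 µM downward; luminescence read.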
Starred values were filed as active, the others as inactive; ? = inconclusive; / = no result given; [ ] = another dose, or the depositor's remark. Unless noted, calls follow the shape of the dose curve; as a rule, active = well fitted curve in the direction sought with a large enough effect; inconclusive = small, poorly fitted or top-dose-only effect, or another doubt; inactive = no such curve, though single readings can be large; an effect the other way counts as inactive or inconclusive. Only part of the results is shown; the hit share may differ from the screen's.

SMILES | Rab9 promoter act | NPC1 prom act | PKM2 act | RORg inh | VP16 counter | BRCA1 expr act | Menin MLL FP TR | p53 reactivator | Giardia killer | ELG1 genotox | FLuc modulator
CCOC(=O)N1CCN(C(=O)CSc2nc3c(cnn3-c3ccc(Cl)cc3)c(=O)[nH]2)CC1 | 3% | -2% | 11% | 8% | -15% | -8% | -23% | 2% | 0 | 0% | 2%
CCC(Sc1nc2sc(C(=O)OC)c(C)c2c(=O)n1N)C(=O)NCC1CCCO1 (centres undefined) | -7% | 0% | 4% | ? | -1% | -35% | 0% | 1% | -26 | -5% | -1%
O=C(COC(=O)CCNS(=O)(=O)c1ccccc1F)Nc1nnc(-c2ccccc2)o1 | 0% | 0% | / | / | / | 1% | / | 7% | 9 | 0% | ?
N#CCCN1CCCN(CCC#N)CCN(CCC#N)CCCN(CCC#N)CC1 | 1% | 0% | / | 15% | -3% | 3% | -1% | -4% | -11 | 2% | 2%
CNc1[nH]ncc1[N+](=O)[O-] | 15% | -9% | 0% | 18% | 8% | -10% | 15% | 27% | -22 | ? | -20%
Clc1cnc(N/N=C/c2ccncc2)c(Cl)c1 | 23% | 20% | 8% | ? | -22% | 11% | -1% | 7% | 7 | ? | ?
Cc1ccc(Nc2nc3nonc3[nH]c2=O)cc1Cl | 2% | 9% | -5% | ? | ? | -41% | ? | 21% | 8 | -16% | 21µM*
CCOC(=O)c1csc(NC(=O)c2ccc(S(=O)(=O)N3CCCC3)cc2)n1 | -12% | 1% | 3% | 44% | 11% | -5% | -7% | 3% | 32[activator] | -1% | 1%
CCOC(=O)c1csc(NC(=O)C(C)(C)C)n1 | 0% | 1% | 7% | -13% | 3% | 19% | -4% | 9% | -5 | 10% | -14%
COc1ccc(C(=O)NCC(=O)OCC(=O)NC(=O)c2ccc(C(C)(C)C)cc2)cc1OC | -4% | 4% | / | / | / | 9% | / | 7% | 18 | 6% | ?

Results in p53 reactivator, for some of the entries so far:
| Molecule | p53 reactivator |
| --- | --- |
| N#CCCN1CCCN(CCC#N)CCN(CCC#N)CCCN(CCC#N)CC1 | -4% |
| CNc1[nH]ncc1[N+](=O)[O-] | 27% |
| Clc1cnc(N/N=C/c2ccncc2)c(Cl)c1 | 7% |
| Cc1ccc(Nc2nc3nonc3[nH]c2=O)cc1Cl | 21% |

Going on with the list:
SMILES | Rab9 promoter act | NPC1 prom act | PKM2 act | RORg inh | VP16 counter | BRCA1 expr act | Menin MLL FP TR | p53 reactivator | Giardia killer | ELG1 genotox | FLuc modulator
Cc1c(C(=O)c2ccccc2)oc2ccc3ccccc3c12 | 3.2µM* | ? | 5% | 1% | 7% | 10µM* | / | ? | 8 | ? | 4.8µM*
CC(NC(=O)CCSc1nc(-c2ccco2)cc(C(F)(F)F)n1)c1ccccc1 (centres undefined) | -7% | -2% | -1% | 3% | 0% | -27% | 14% | -9% | -6 | -2% | -1%
CC(=O)c1cccc(NC(=S)Nc2ccn(Cc3cccc4ccccc34)n2)c1 | -9% | 1% | -2% | 2.8µM* | 5µM* | -64% | ? | -2% | -3 | -8% | -2%
Cc1cc(NC(=O)Cc2ccc(Br)cc2)no1 | 0% | -5% | 3% | 19% | -1% | 31% | -7% | / | -4 | -5% | 0%
CC(C)C(=O)Nc1ccc(C(=O)N/N=C/C2CC3C=CC2C3)cc1 (centres undefined) | -2% | -1% | -4% | -26% | 4% | 25% | 10% | 6% | -3 | 0% | -2%
Cc1ccc(-n2c3c(cc(C(=O)NCCCN4CCOCC4)c2=O)C(=O)CC(C)(C)C3)cc1 | -3% | -1% | -9% | -15% | -4% | -4% | ? | 1% | 34[activator] | -1% | 1%
O=C(Cc1ccc(F)cc1)Nc1cccc(-c2ccc3nncn3n2)c1 | -3% | -5% | 2% | 10% | 1% | 0% | -14% | -2% | 3 | -5% | 3%
CCn1ccnc1[C@@H]1C[C@H]2CN(Cc3cccc(Cl)c3)C(=O)[C@]23CCCN13 | 1% | -2% | -2% | -22% | 5% | -8% | 0% | -1% | 13 | -1% | -2%
Cc1ccc(-n2nnc3c(=O)n(Cc4ccccc4C)cnc32)cc1 | -2% | 2% | 0% | -15% | -10% | -18% | 17% | 1% | -12 | -7% | 7%
CN(CC(=O)Nc1ccc(Cl)c(S(=O)(=O)N(C)C)c1)Cc1ccccc1 | ? | 29% | -1% | ? | ? | ? | -19% | 21% | 16 | ? | ?
COC(=O)[C@@]1(Cc2ccc(OC)cc2)[C@H]2c3cc(C(=O)N4CCCC4)n(Cc4ccccn4)c3C[C@H]2CN1C(=O)c1ccccc1 | / | / | 2% | 11% | 1% | -7% | -12% | / | / | / | /
COc1ccc(-c2c(C)nn3c(Cl)c(C)c(C)nc23)cc1 | 0% | -11% | 0% | -15% | -4% | -21% | 13% | / | ? | 0% | -1%
O=c1[nH]c2c(s1)C(c1cccnc1)C1C3CCC(C3)C1S2 (centres undefined) | 0% | 0% | 0% | -11% | -3% | -15% | / | -5% | 18 | 2% | 0%
Cc1ccc(C)n1-c1cc(S(=O)(=O)N2CCOCC2)ccc1N1CCCC1 | -2% | -1% | -3% | 16% | -5% | -5% | 0% | -6% | -12 | 0% | -1%
CCOC(=O)NNC(=O)c1ccc(Cl)cc1 | -8% | 0% | -2% | 23% | -5% | 15% | 29% | 29% | -8 | 0% | 2%
COc1cc(CN(C)c2ccc(S(=O)(=O)N3CCCC3)cn2)ccc1OC(F)F | -9% | 0% | / | / | / | -54% | / | -7% | 0 | -4% | 7%
COc1ccc(C(C)C)cc1S(=O)(=O)Nc1ccccn1 | -3% | 1% | -5% | -10% | -3% | -3% | -18% | -2% | 0 | 1% | 3%
CCN(CC(=O)Nc1ccc(OC)cc1)C(=O)CN1C(=O)NC(C)(c2ccc3ccccc3c2)C1=O (centres undefined) | 4% | 3% | -6% | 15% | -15% | -9% | / | -12% | 21 | -7% | -3%
O=C(Nc1ncccn1)C1c2ccccc2Oc2ccccc21 | 3% | -1% | -13% | -16% | -1% | 0% | 11% | -7% | 7 | 0% | 1%
CCN(CC)S(=O)(=O)c1ccc(NC(=O)c2ccc(CN3CCOCC3)cc2)cc1 | -30%[inhibitor] | -29% | 8% | ? | 10% | -53% | -7% | 1% | 25 | -4% | -1%
Cc1c(C(=O)NCCN2CCCC(O)C2)oc2c(F)cccc12 (centres undefined) | 4% | 0% | -5% | -26% | -3% | -7% | / | -9% | 14 | -4% | 7%
O=C(COC(=O)CNC(=O)c1ccccc1F)NCC(F)(F)F | -1% | -11% | -3% | -9% | -3% | -5% | 3% | -1% | 1 | 5% | -2%
O=C(O)c1cc(N/N=C/c2ccc(N3CCOCC3)cc2)ccc1Cl | ? | ? | -6% | 7.1µM* | ? | -54% | / | -8% | -12 | ? | 0.6µM*
CC(C)OC(=O)CSc1nnc2c(n1)[nH]c1ccc(F)cc12 | -5% | -12% | -12% | -9% | -2% | -8% | 15% | ? | 3 | -6% | -1%
CCOC(=O)C1CCCN(C(=O)c2ccc3nc(-c4ccc(OC)c(OC)c4)c(-c4ccc(OC)c(OC)c4)nc3c2)C1 (centres undefined) | 3% | -3% | / | -5% | -5% | -21% | / | -9% | -5 | -1% | 1%
CC(NC(=O)c1ccc(Cl)s1)C1CCCO1 (centres undefined) | -1% | 2% | 6% | 12% | 14% | 4% | / | -5% | 0 | -3% | 1%
O=C(O)c1ccc(N=NN2CCCC2)cc1 | 2% | 5% | -7% | 8% | -3% | 36% | 0% | ? | 0 | 1% | -14%
COCC(C)NC(=S)NCCc1ccc(Cl)cc1Cl (centres undefined) | -3% | -2% | 2% | 1µM* | 3.5µM* | -3% | 13% | 5% | -5 | 10% | 2%
O=C1COc2ccc(C(=O)COC(=O)Cc3ccc(F)cc3)cc2N1 | -1% | 1% | / | / | / | 13% | / | 12% | 16 | 2% | 1%

Assay outcomes as filed in PubChem BioAssay.
